Assay outcomes deposited in PubChem BioAssay by several laboratories.
M5 ag: CHRM5 agonism in calcium assay; CHO-K1 hM5 cells, Fluo-8 calcium fluorescence; 0% DMSO wells, 100% maximal acetylcholine response; 0.19% of 360,000 active; P08912; activation, % at 3 µM; AID 624037;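 active means activation above the run's mean over test compounds plus 3 SD, cut at about 23% in these data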;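 further: signal is peak over basal fluorescence ratio across the kinetic read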
CHRM5 PAM: CHRM5 positive allosteric modulation; CHO-K1 hM5, Fluo-8 calcium, ACh EC20 PAM; 0% = ACh EC20, 100% = ACh EC100; activation, % at 3 µM; 0.3% of 360,000 active; AID 624038;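 active means activation above the run cutoff, the mean activation of all test compounds plus 3 SD, cut at about 18% in these data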
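system = human M5 receptor in CHO-K1 cells | reagent = EC20 acetylcholine as agonist stimulus | compound dosing = single-point, 3 µM nominal | incubation = Fluo-8 loading 80 min at 37 °C plus 30 min room temperature | detection = Fluo-8 calcium dye fluorescence, kinetic read | benchmarks = low control EC20 acetylcholine (0%), high control EC100 acetylcholine (100%)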
CRFBP-R2 block: blocks CRF-induced signaling of the CRF-BP/CRF-R2 complex; HEK293 CRF-R2/CRF-BP, CRF-induced calcium fluorescence; inhibition, % at 11.8 µM; 0.59% of 350,000 active; AID 588475;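 active means inhibition of the ligand-induced calcium signal above about 50% at the single tested concentration, limit read from the data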
M5 antag: blocks acetylcholine activation of human M5 receptor | CHO-hM5 cells, Fluo-8 calcium fluorescence, ACh EC80 | inhibition, % at 3 µM | 0.59% of 360,000 active | AID 624040;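 active means inhibition above a per-plate cutoff, the mean of that plate's test compounds plus 3 SD, cut at about 27% in these data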;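 further: 0% = acetylcholine EC80 with DMSO and 100% = DMSO without agonist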
M4 antag: CHRM4 antagonism in calcium assay; P08173; CHO-hM4 cells, ACh EC80, Fluo-8 calcium fluorescence; inhibition, % at 3 µM; 0.73% of 360,000 active; AID 624125;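 active means inhibition above its plate's cutoff, the mean inhibition of sample wells plus 3 SD, cut at about 27% in these data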;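 further: 0% = acetylcholine EC80 with DMSO and 100% = DMSO without agonist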
CHRM4 PAM: positive allosteric modulators of human muscarinic M4 receptor. P08173. CHO-K1 hM4/Gqi5, Fluo-8 calcium fluorescence, ACh EC20; 0% = ACh EC20, 100% = maximal ACh. activation, % at 3 µM. 0.4% of 360,000 active. AID 624126;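 active means activation above its plate's cutoff, the mean activation of sample wells plus 3 SD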; further: some results filed as inactive read as strong as hits
CRFR2-BP ag: agonists of human CRF-binding protein/CRF-R2 receptor complex; AID 588473; activation, % at 13.2 µM; 0.46% of 350,000 active; HEK293 CRF-R2/CRF-BP, calcium dye fluorescence (FLIPR); percent of saturating CRF peptide response;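 active means activation of at least 50%, plus an integration ratio under a set limit after plate pattern correction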;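 further: plate controls were neutral control wells without compound for no effect and CRF at EC100 for full effect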
CHRM1 PAM: human CHRM1 positive allosteric modulation | P11229 | CHO-K1 hM1, Fluo-8 calcium fluorescence, ACh EC20; 0% = ACh EC20, 100% = maximal ACh | activation, % at 3 µM | 0.088% of 360,000 active | AID 588819; in the data active means activation above about 19%, passing the limit was not always enough
M4 ag: agonists of human muscarinic M4 receptor (CHRM4) | AID 624127 | CHO-K1 hM4/Gqi5, Fluo-8 calcium fluorescence; vehicle 0%, full acetylcholine response 100% | activation, % at 3 µM | 0.14% of 360,000 active | P08173;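 active means activation above the run mean over all test wells plus 3 SD, cut at about 32% in these data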;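 further: peak over basal fluorescence ratio per well then scaled between controls; 0% = DMSO wells and 100% = acetylcholine at EC100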
* hit, by the source's call; . = not tested or not shown.

M5 antag,CRFR2-BP ag,CHRM5 PAM,M4 antag,CHRM1 PAM,CRFBP-R2 block,M4 ag,M5 ag,CHRM4 PAM,Molecule
3,-1.9,9,4,8,-6,1,-1,5,Nc1cc(OCC(F)(F)F)cc(OCC(F)(F)F)c1
0,0.9,2,10,1,7,4,-6,-7,CCCOc1ccccc1C(=O)Nc1ccc(S(=O)(=O)N2CCN(C)CC2)cc1
11,-0.6,3,-4,-1,-4,2,0,5,COC(=O)[C@@]12CCCCN1[C@H](c1ccc(-c3cc(C(C)=O)cs3)cc1)[C@H]1C(=O)N(C)C(=O)[C@H]12
4,3.4,-8,3,-3,3,2,-5,-3,Fc1ccc(Cn2ccc(-c3cnc(-c4ccccc4)s3)n2)cc1
-2,3.0,-3,17,4,8,4,2,-5,O=C(CN1C(=O)COc2ccc(Cl)cc21)Nc1ccc2c(c1)OCCO2
-3,-2.6,-4,-6,4,-4,3,-1,-2,COc1cccc(-c2nnc(SCC(=O)N3CC(C)CC(C)C3)o2)c1 (stereo not drawn)
-4,0.2,8,-4,9,-5,1,-5,2,CN(CCNC(=O)CCNC(=O)Cn1ccc2ccccc2c1=O)Cc1ccccc1
7,-0.6,-2,3,-6,-22,5,0,-5,O=C(Nc1cccc(-n2cnnn2)c1)C1CCCN(C(=O)Cc2cccc(Cl)c2)C1 (stereo not drawn)
10,0.1,-10,5,0,2,9,0,-1,COCC(C)NC(=O)c1ccc(-n2nc(C(F)(F)F)cc2-c2cccs2)cc1 (stereo not drawn)
-1,-0.6,-4,0,11,-8,1,-2,-4,CCOC(=O)N1CCN(c2cc(=O)n(C)c(=O)n2C)CC1
17,-1.2,-4,-10,1,8,16,2,-4,C=CCn1c(SCC(=O)Nc2ccc(O)cc2)nc2sc(CC)cc2c1=O
-5,26,9,0,2,-6,0,-1,11,COc1ccc(-c2c3c(=O)n(C)c(=O)n(C)c3cn2Cc2cccnc2)cc1
0,5.0,1,3,11,37,-2,0,3,CSc1oc(-c2ccccc2)nc1S(=O)(=O)c1ccc(C)cc1
-2,-2.6,-4,-16,4,-4,4,-2,2,O=C(COc1ncnc2scc(-c3ccc(Cl)cc3)c12)NCc1ccco1
2,-1.3,-1,4,2,30,-1,4,2,CCc1nnc(NC(=O)CSc2nc3c(c(=O)n2C)SC(C)C3)s1 (stereo not drawn)
5,5.0,-8,-1,-1,-22,13,5,-2,COC(=O)c1cccc(C(=O)N2CCC(CO)(Cc3ccccc3Cl)CC2)c1
10,-0.2,-3,-3,2,-1,4,2,-1,CS(=O)(=O)c1ccc(Cl)c(NC(=O)C2CCN(S(=O)(=O)c3cccs3)CC2)c1
1,2.0,-1,5,0,-8,3,-1,-4,COc1ccc(-c2cn(-c3ccccc3)c(=S)[nH]2)cc1OC
7,-0.8,-6,-2,0,14,0,1,0,Cc1c(C)c2c(OCC(=O)NCc3ccncc3)cc3c(c2oc1=O)CCC(C)(C)O3
13,0.4,-2,-2,0,2,0,2,-1,NS(=O)(=O)c1ccc(NC(=O)Nc2ccccc2)cc1
0,-2.3,-5,-4,3,-7,6,4,3,COc1cc(C(=S)N2CCN(c3cccc(Cl)c3)CC2)ccc1O
-2,-7.4,4,0,-1,32,1,0,2,Cc1ccccc1C(=O)NCCc1nnc(SCC(=O)Nc2nc(-c3ccccc3)cs2)n1C
5,-0.8,0,-15,0,3,2,-3,-3,CCOC(=O)Cc1csc(NC(=O)CN2CCN(c3ccccc3)CC2)n1
-10,0.8,-2,-9,6,-18,6,-4,0,COc1ccc(-n2nc([N+](=O)[O-])c(=NCCc3cccc(C)c3)n2O)cc1
-13,-2.0,5,-5,20,-10,2,0,3,Cc1ccc2nc(-c3cccc(Br)c3)cc(C(=O)NCC3CCCO3)c2c1 (stereo not drawn)
-5,2.2,-7,-7,-5,13,0,-5,-7,c1ccc(C[n+]2cccc3c4ccccc4ccc32)cc1
6,-6.3,-3,1,7,-13,-1,-4,0,COCCNC(=O)CSc1nc(-c2ccccc2)c(-c2ccccc2)o1
-2,.,-4,-4,14,.,-1,2,-5,C=C1C(=O)[C@]23C[C@H]1CCC2[C@@]1(C)C(C[C@@H]3O)[C@](C)(C(=O)O)CC[C@@H]1O (stereo partly drawn)
6,-1.5,-3,-4,10,11,1,-2,-1,CCc1ccccc1NC(=O)c1cc(-c2ccc(OC)cc2)on1
1,-0.1,-1,1,22,-6,1,1,19,NC(=O)C1(N2CCCCC2)CCN(C(=O)NC23CC4CC(CC(C4)C2)C3)CC1

Random excerpt: 7 records from the list
M5 antag,CRFR2-BP ag,CHRM5 PAM,M4 antag,CHRM1 PAM,CRFBP-R2 block,M4 ag,M5 ag,CHRM4 PAM,Molecule
0,5.0,1,3,11,37,-2,0,3,CSc1oc(-c2ccccc2)nc1S(=O)(=O)c1ccc(C)cc1
5,5.0,-8,-1,-1,-22,13,5,-2,COC(=O)c1cccc(C(=O)N2CCC(CO)(Cc3ccccc3Cl)CC2)c1
6,-1.5,-3,-4,10,11,1,-2,-1,CCc1ccccc1NC(=O)c1cc(-c2ccc(OC)cc2)on1
17,-1.2,-4,-10,1,8,16,2,-4,C=CCn1c(SCC(=O)Nc2ccc(O)cc2)nc2sc(CC)cc2c1=O
-2,-2.6,-4,-16,4,-4,4,-2,2,O=C(COc1ncnc2scc(-c3ccc(Cl)cc3)c12)NCc1ccco1
6,-6.3,-3,1,7,-13,-1,-4,0,COCCNC(=O)CSc1nc(-c2ccccc2)c(-c2ccccc2)o1
7,-0.8,-6,-2,0,14,0,1,0,Cc1c(C)c2c(OCC(=O)NCc3ccncc3)cc3c(c2oc1=O)CCC(C)(C)O3

(list continues)
M5 antag,CRFR2-BP ag,CHRM5 PAM,M4 antag,CHRM1 PAM,CRFBP-R2 block,M4 ag,M5 ag,CHRM4 PAM,Molecule
11,-1.8,-3,-6,0,13,3,7,-6,COc1ccc(-c2csc(Nc3ccc(C)cn3)n2)cc1OC
-7,-1.6,3,-7,-12,0,0,-7,1,O=C1C2C3C=CC(C4CC34)C2C(=O)N1c1nccs1 (stereo not drawn)
-6,-1.1,-4,-11,9,2,3,-2,4,c1ccc(-c2cc3c(-n4cccc4)ncnc3o2)cc1
-1,-1.8,4,5,7,11,0,-7,1,COc1ccc(NC(=S)NCCc2ccccc2)c(C)c1
8,-0.4,-2,5,2,-4,1,1,3,C[C@H](CO)N1C[C@H](C)[C@@H](CN(C)S(=O)(=O)c2cccs2)Oc2ccc(NC(=O)c3ccncc3)cc2C1=O
7,0.6,-3,-2,-5,21,1,3,-2,CC(C)NC(=O)COC(=O)/C=C/c1ccco1
10,-1.9,4,-3,5,14,2,-13,4,COc1cc(N=C(N)N=C(N)N)cc(OC)c1
-2,-1.1,-1,3,5,7,3,-3,-1,C=CCOC(=O)C1=C(C)NC(C)=C(C(=O)OCC=C)C1c1ccc(O)cc1
-10,-0.3,9,3,12,-18,1,2,2,O=C(/C=C/c1ccccc1)C1=C(O)C(=O)N(CCO)C1c1cccc([N+](=O)[O-])c1 (stereo not drawn)
-3,-0.1,7,2,16,-8,0,0,5,CN(C)c1ccc(C2Nc3cccc4cccc(c34)N2)cc1
-5,0.0,0,-16,9,-4,1,1,1,CCOc1c(OC)cccc1C1CC(=O)Nc2cc3c(cc21)OCCO3 (stereo not drawn)
5,0.7,-1,-1,7,5,1,-1,6,CSc1ncccc1C(=O)OCC(=O)NCc1ccccc1
13,-1.1,2,5,-2,10,2,-2,2,COc1ccccc1C(=O)C1CCCN(C(=O)c2cc(C(C)C)no2)C1 (stereo not drawn)
4,-0.9,-1,-10,0,2,5,4,9,CC1(C)Cc2cccc(OCC(=O)NCc3cccs3)c2O1
3,-2.0,1,12,-10,-2,0,-3,-4,CC(C)C1Oc2ccccc2N(CC(=O)N(C)C2CCCCC2)C1=O (stereo not drawn)
2,-1.0,1,-1,2,-1,1,0,2,Cc1ccc(S(=O)(=O)N2CCOCC2)cc1NC(=O)CSc1nnc(NC2CC2)s1
-16,-1.0,5,-16,4,-15,1,2,2,CC(Oc1cc2oc(=O)c3c(c2cc1Cl)CCCC3)C(=O)NCc1cccnc1 (stereo not drawn)
7,-0.8,8,-7,17,-3,0,0,7,O=C(O)C1CCCC[C@H]1C(=O)Nc1ncc([N+](=O)[O-])s1 (stereo partly drawn)
-1,0.6,-2,6,-18,-1,2,-8,-9,CC1CCCN(CCCNC(=O)c2ccc3c(c2)N(Cc2ccccc2F)C(=O)c2ccccc2S3(=O)=O)C1 (stereo not drawn)
-10,0.8,-1,-13,-2,8,1,-2,7,O=S(=O)(NC1=NCCC1)c1ccc(F)cc1F
10,-0.6,-4,-1,6,3,1,-3,-2,CCC(OC(=O)c1nsc(Cl)c1Cl)C(=O)NCCc1ccccc1 (stereo not drawn)
1,-0.9,-7,11,5,-26,3,1,-6,O=C(COc1ccccc1)Nc1ccccc1NS(=O)(=O)c1cccs1
-8,1.7,-5,0,3,-1,1,-2,6,Cc1ccc(S(=O)(=O)NCC(=O)N(CC(=O)NCc2ccccc2)CC2CCCO2)cc1 (stereo not drawn)
8,-0.1,-1,0,7,4,1,-5,-6,Cn1c(Cc2nc(-c3cnccn3)no2)nnc1SCC(=O)Nc1ccccc1
7,0.5,-1,0,9,1,0,-4,-3,Cc1ccc(S(=O)(=O)N2CCC(C(=O)N3CCc4ccccc43)CC2)cc1
-3,0.8,1,-1,6,9,1,0,6,CCNC(=O)C1CCCN(c2nc(C)cc(C)n2)C1 (stereo not drawn)
3,-1.0,6,6,7,-3,0,1,-5,CCOc1cccc(C(=O)NC(=S)Nc2ccc(Cl)cc2C(=O)O)c1
1,-5.0,-1,-11,3,3,11,0,-6,Cc1ccc(C(=O)N2CCCC(C(=O)Nc3cccc(-c4ccc(F)cc4)c3)C2)cn1 (stereo not drawn)
15,.,-10,-1,-4,.,14,-3,-3,COc1cc(/C=N/NC(=O)c2cc3c(ccc4ccccc43)o2)cc(OC)c1O
2,0.7,0,-7,7,-4,0,1,8,CC(C)N(C(=O)[C@H]1C[C@H](CC(=O)NCc2ccco2)C(=O)N2CCc3c([nH]c4cc(-c5ccco5)ccc34)[C@]12C)C(C)C

M5 antag,CRFR2-BP ag,CHRM5 PAM,M4 antag,CHRM1 PAM,CRFBP-R2 block,M4 ag,M5 ag,CHRM4 PAM,Molecule
0,1.3,3,-6,8,-29,1,-5,4,O=C(CC1(O)C(=O)Nc2ccccc21)c1ccc(-n2cccc2)cc1 (stereo not drawn)
20,-0.4,-4,6,12,4,0,3,4,COc1cc2c(cc1NC(=O)CCC(=O)O)oc1ccccc12
2,0.9,5,-6,20,-19,5,2,1,Cc1ccc(NC(=O)NCc2c(C)nn(C)c2C)cc1Cl
11,-1.4,-8,-7,-4,21,3,2,1,COc1ccc(/C=C2\SC(=S)NC2=O)cc1OS(=O)(=O)c1ccc(NC(C)=O)cc1
5,2.0,-2,-7,4,-27,2,-2,5,Cc1c(NC(=O)Nc2ccc(F)cc2)c(=O)n(-c2ccccc2)n1C
-8,-4.4,16,8,9,-52,-3,-3,27,CCCCN(CCCC)C(=O)c1cc(Cl)ccc1[N+](=O)[O-]
2,-8.3,-3,-1,10,-40,3,-2,12,COc1ccc(OC)c(Nc2nc(-c3ccc(O)c(O)c3)cs2)c1
2,-0.6,0,-1,3,-11,1,-2,0,COc1ccc(C2/C(=C(/O)c3ccc4c(c3)CC(C)O4)C(=O)C(=O)N2CCCn2ccnc2)cc1 (stereo not drawn)
15,0.1,-22,10,-9,51*,17,0,-32,CCCn1c(=N)n(CC(O)COc2ccc(C)cc2)c2ccccc21 (stereo not drawn)

Compounds were not picked by outcome; about 2.6% have a hit in one of these screens.
